NCI-60 one-dose screen, 48 h, at 10 µM unless noted. Numbers give growth in % (100 = growth as untreated, 0 = no growth, -100 = all killed).
PC-3 – PC-3 prostate cancer cells | 80,000 compounds, 3.9% hits
KM12 – KM12 colon cancer cells; 82,000 compounds, 5% hits
DU-145 – DU-145 prostate cancer | 81,000 compounds, 4.2% hits | AID 1794760
HCC-2998 – HCC-2998 colon cancer | 79,000 compounds, 4.7% hits
SNB-75 – SNB-75 CNS cancer; 79,000 compounds, 5% hits
HT29 – HT29 colon cancer; AID 1794748; 81,000 compounds, 7.4% hits
SF-539 – SF-539 CNS cancer; 81,000 compounds, 6.8% hits; AID 1794752
SW-620 – SW-620 colon cancer | 82,000 compounds, 5.2% hits | AID 1794795
SNB-19 – SNB-19 CNS cancer cells | 81,000 compounds, 2.5% hits | AID 1794751
* hit, by the source's call; x = not tested or not shown; & = joins results of further samples; [ ] = dose if it differs, or a comment. How the source made its calls: active means growth percent below 10; inactive means the rest.

nr	mol	PC-3	KM12	DU-145	HCC-2998	SNB-75	HT29	SF-539	SW-620	SNB-19
1	COc1cc(/C=C/C(=O)N2CCN(C(=O)/C=C/c3cccc(OC(F)(F)F)c3)CC2)cc(OC)c1OC	75	107	117	101	x	83	91	93	99
2	CC(=O)Nc1ccc(Oc2ncnc3sc(C)c(C)c23)c(CN2CCCCC2)c1	98	105	109	107	79	106	97	103	107
3	COc1c(/C(C)=N/N=c2sc(C(C)=O)nn2-c2ccccc2)c(Oc2ccccc2)c(OC)c2occc12	68&98	84&99	100&99	107&105	82&86	73&101	90&98	88&101	98&104
4	Clc1ccc(-c2cc3ccccc3c3nc4ccccc4nc23)cc1Cl	92	104	106	108	94	104	99	102	95
5	COc1ccc(C(=O)c2cc3ccccc3o2)cc1	97	103	99	100	102	97	101	103	97
6	CC(=O)OC(NC(=O)NC(OC(C)=O)C(Cl)(Cl)Cl)C(Cl)(Cl)Cl (centres undefined)	76	103	107	113	83	86	96	104	97
7	C=CCN1C=CC(=O)[C@H](O)[C@@H]1/C=C/c1ccccc1	97[100 µM]	103[100 µM]	109[100 µM]	125[100 µM]	88[100 µM]	112[100 µM]	118[100 µM]	103[100 µM]	94[100 µM]
8	O=c1cc(-c2ccccc2)oc2cc(OCc3cn(Cc4ccc(F)cc4)nn3)cc(O)c12	76[100 µM]	99[100 µM]	66[100 µM]	100[100 µM]	-66*[100 µM]	100[100 µM]	1.1*[100 µM]	102[100 µM]	-33*[100 µM]
9	CC(=O)[C@H]1CC[C@H]2[C@@H]3CCC4=CC(=O)CC[C@]4(C)[C@@]3(Br)C(=O)C[C@]12C	98	111	119	x	96	93	100	113	92
10	CCCCCCCCc1ccc(OCCOCC[N+](C)(C)CC)cc1 (tested in a mixture with another compound)	43	18	64	35	9.1*	26	18	46	16
11	COc1cc(NC(=O)c2cc3ccccc3nc2Nc2ccc(F)cc2)cc(OC)c1OC	13	43	70	66	61	69	40	54	61
12	CC(=O)c1sc(N2N=C(c3ccc(Cl)cc3)CC2c2cccnc2)nc1C (centres undefined)	73	89	100	95	79	92	97	95	81
13	COc1ccc(C2=Nn3c(N=Nc4c(O)n(C)c5ccc(Br)cc45)nnc3SC2)cc1	90	83	93	104	83	85	83	85	82
14	C(=N\n1cnnc1)/c1ccc2c(c1)CCC2	97	104	111	104	95	101	106	107	94
15	O=C1OC(C(O)CO)C(O)=C1Nc1ccc(S(=O)(=O)c2ncc(NC3=C(O)C(C(O)CO)OC3=O)s2)cc1 (centres undefined)	91	109	138	99	87	110	97	98	99
16	C/C(=C\CCc1ccoc1)CC/C=C(\C)CCCN1CCCCC1	80	98	100	92	87	82	89	99	89
17	C/C(CC(C)C)=N/Nc1ccc([N+](=O)[O-])cc1[N+](=O)[O-]	141	98	110	105	95	81	102	101	104
18	O=C1NC(=O)/C(=C/c2ccc(Cl)cc2Cl)N1	96	103	117	102	84	121	103	102	107
19	C=CNC(=S)N/C=C(\C#N)S(=O)(=O)c1ccc(C)cc1	97	103	100	100	98	89	103	113	104
20	CCN(CC)C(=O)c1ccc[n+](CCC(N)=O)c1	103	107	114	100	112	122	102	105	110
21	COc1ccc(-c2cc3c(oc2=O)-c2ccccc2OC3OC(C)=O)cc1 (centres undefined)	89	111	107	x	100	81	101	99	98
22	O=C(O)c1cc(-c2ccc(Br)cc2)nc2ccccc12	92	90	102	101	69	107	103	90	110
23	COc1ccccc1CNC(=O)CCn1c(=O)[nH]c2ccsc2c1=O	104	x	110	113	96	106	100	108	101
24	COC(=O)NNC(=O)OC	96	105	109	81	92	101	102	104	96
25	Cc1nc2ccccc2n1CC1NC(=S)NC1=O (centres undefined)	97	101	104	109	83	104	98	102	101
26	CC(=O)C(C(c1ccccc1)N1CCCc2ccccc21)N1CCOCC1 (centres undefined)	82&82	100&106	101&112	99&101	84&85	99&97	105&109	93&102	106&94
27	CC(/C=N/N1C(=O)c2ccccc2C1=O)c1ccccc1 (centres undefined)	102	113	115	106	83	108	106	106	96
28	O=C(NCCN1CCCC1)n1cc(-c2ccncc2)c(-c2cc(O)cc(Cl)c2)n1	103	108	104	122	110	90	78	115	98
29	Cn1c(=O)c2[nH]c(=S)n(Cc3ccccc3)c2n(C)c1=O	98	109	105	x	85	111	94	100	99
30	N#Cc1c(-c2cccs2)cc(-c2ccc(F)cc2)[nH]c1=O	102	105	112	118	80	104	108	105	101
31	NS(=O)(=O)c1ccc(N/N=C(/CS(=O)(=O)c2ccccc2)c2cc3ccccc3oc2=O)cc1	98	98	106	112	80	91	89	97	96
32	O=c1[nH]n(C(=S)N/N=C/c2cccc(Br)c2)c(=O)c2ccccc12	97	95	97	111	70	93	95	x	98
33	Nc1ccc2oc3nccc(NCc4cccc(Br)c4)c3c2c1	69	81	87	92	85	98	91	89	79
34	NS(=O)(=O)c1ccc(CCn2c(-c3ccc(Cl)cc3)nc(-c3ccccc3)c2-c2ccccc2)cc1	104	103	103	110	93	106	89	99	103
35	O=C1c2ccccc2C(=O)N1c1ncn[nH]1	97	101	102	93	100	x	104	101	107
36	OC1(c2ccccc2)CC2CCC1C2 (centres undefined)	94	114	122	108	89	93	91	106	101
37	N#CSc1cc(SC#N)c2ccccc2c1N	21	26	103	79	82	110	95	72	92
38	CN(C)c1cc2c3ccccc3n(C)c2cc1N	80	104	120	97	75	98	88	103	105
39	Cc1ccc(NC(c2cccc(Oc3ccccc3)c2)c2nnnn2C(C)(C)C)cc1 (centres undefined)	82	100	97	118	107	84	103	95	87
40	COc1cc(/C=C2\SC(=O)NC2=O)ccc1OCc1cc2ccccc2nc1Cl	102	105	110	106	x	111	103	103	102
41	O=C(NCc1ccccc1)OCCO	97&98	109&111	117&126	106&112	95&102	109&105	108&98	108	101&108
42	Cc1ccc(NCc2cn(-c3ccc(C(=O)O)cc3)nc2-c2ccc(C(=O)O)cc2)cc1	106	94	100	101	97	97	101	110	104
43	O=C1c2ccccc2C(=O)c2c1c(C(=O)c1ccc(Cl)cc1)n1c2ccc2c3ccccc3ccc21	95	103	108	116	87	109	88	101	96
44	CNC(=O)c1cc(Oc2ccc3nc(NC(=O)NCCCCN(C)C)sc3c2)ccn1	98	97	98	100	103	97	97	108	113
45	O=C1NC(=O)c2c1cc1ccccc1c2-c1ccccc1	90	112	102	123	88	104	101	132	123
46	CC1(C)CCC[C@]23C(=O)O[C@](O)(C(=O)C4=C[C@@](C)(/C=C/CCCc5ccc6ccc7cccc8ccc5c6c78)CC[C@@]42O)[C@@H]13	-49*	-83*	-86*	-86*	-79*	-70*	-97*	-63*	-96*
47	COC(=O)C1CCC(=O)N1C(=O)NC1CCCCC1 (centres undefined)	99	104	110	97	86	99	100	105	102
48	NS(=O)(=O)c1ccc(-n2cc(-c3cccc(NC(=O)c4cccc(OC(F)(F)F)c4)c3)nn2)cc1	99	94	100	125	95	118	95	97	107
49	Cc1ccc2c(c1)C(c1c[nH]c3ccccc13)(c1c[nH]c3ccccc13)CCO2	39	69	89	100	51	57	85	73	93
50	O=C(/C=C\c1cccc(Cl)c1)c1ccc(Cl)cc1	108	102	108	100	86	84	106	97	100
51	O=C1/C(=C/c2ccc(OCCOc3ccc(Cl)cc3)cc2)N=C2SCCCN12	86	94	100	x	85	89	97	108	97
52	C/C=C/Cc1ccc(O)cc1	266	116	111	93	91	119	99	117	89
53	N[C@@H](Cc1ccccc1)[C@@H](O)C(=O)NCc1ccc(F)cc1	106	102	110	113	90	110	105	103	98
54	O=C(Nc1ccc(C(F)(F)F)cc1)Nc1nccnc1OCc1ccc(F)cc1	87	97	117	110	97	86	108	94	107
55	COCCOc1ccc(-c2nc3ccc(-c4nc5ccc(N6CCN(C)CC6)cc5[nH]4)cc3[nH]2)cc1	22	46	30	-53*	-21*	5.0*	-31*	4.5*	7.6*
56	O=C(Nc1cccc(Br)c1)c1cc(=O)[nH]c2ccccc12	79	101	110	104	71	107	92	102	98

(further entries)
nr	mol	PC-3	KM12	DU-145	HCC-2998	SNB-75	HT29	SF-539	SW-620	SNB-19
57	CCn1c2ccc(Br)cc2c2c3c(c4c5ccccc5ccc4c21)C(=O)N(O)C3=O	110	98	102	110	97	104	106	97	105
58	Nc1ncnc2c1C(c1ccc(F)cc1)c1sc3c(Br)cccc3c1O2 (centres undefined)	84	91	98	88	83	98	99	95	101
59	C=C(C(N)=O)c1cc(Cl)ccc1Cl	109	105	107	104	82	115	101	115	x
60	O=C1c2ccccc2C2N1CCC1CCc3ccccc3N12 (centres undefined)	76	108	117	110	94	100	89	102	96
61	CCS(=O)(=O)OCCCl	98	115	116	x	70	104	95	108	94
62	COc1ccc2c(c1)CCCC2=O	93	106	117	100	99	107	108	112	111
63	FC(F)(F)c1cccc(-n2nnc3cnc(Nc4ccc(N5CCCCC5)cc4)nc32)c1	50	66	58	88	66	74	91	36	94
64	CCCN(CCC)CC(=O)Nc1cccc(Cl)c1C	94	111	107	95	89	81	99	103	106
65	Cc1c(C(=O)NC(Cc2ccccc2)C(O)C(=O)NCc2ccc(F)cc2)[nH]c2ccccc2c1=O (centres undefined)	103	102	109	118	99	102	108	114	100
66	Cc1ccc(/C=C/c2ccc([N+](=O)[O-])cc2)cc1	82	93	108	88	102	x	103	94	97
67	COc1ccc(NC(=O)c2sc3c(=O)[nH]c(C(F)(F)F)nc3c2C)cc1	91	106	118	111	94	103	114	112	112
68	Cc1ccc(/C(N)=N/c2sc(-c3ccccc3)nc2-c2ccccc2)cc1	91	41	89	80	82	51	80	79	97
69	COc1ccc(C(=O)C[n+]2cccc3c4ccccc4ccc32)cc1	28	35	56	48	82	20	53	36	31
70	Fc1ccc(C(F)(F)F)cc1	97	141	128	117	111	105	94	112	103
71	CCOC(=O)c1cc(C(=O)c2ccc(Br)cc2)n2nc(C)ccc12	76	92	84	103	79	73	94	94	85
72	O=C(CSc1nnc(-c2ccc(-c3nc4ccccc4[nH]3)cc2)o1)Nc1ccc(C(=O)/C=C/c2ccccc2)cc1	97	108	105	116	104	105	101	106	100
73	COc1cc(/C=C/C(=O)c2ccc(Cl)cc2)cc(CN2CCOCC2)c1O	85	72	99	95	83	47	89	76	83
74	N#Cc1ncc(-c2ccc(C(F)(F)F)cc2)c(NCc2cc(C(F)(F)F)cc(C(F)(F)F)c2)n1	1.5*	10	28	45	38	9.3*	66	14	30
75	NS(=O)(=O)c1ccc(CN2C(=O)C3C(C2=O)C2(Cl)C(Cl)=C(Cl)C3(Cl)C2(Cl)Cl)cc1 (centres undefined)	94	101	98	113	79	95	96	95	95
76	O=C1C(Br)=CC2C1C1C3CCC3C2(Br)C12OCCO2 (centres undefined)	32	45	20	75	56	8.8*	14	17	81
77	Cc1ccc2nc3sc(C(=O)Nc4ccc(C(=O)/C=C/c5ccccc5)cc4)cc3cc2c1	85	101	102	91	103	98	105	102	99
78	CC1CC(=O)Nc2ccccc2N1C(=S)Nc1ccccc1 (centres undefined)	x	102	112	96	88	109	97	103	107
79	CC(c1ccccc1)N1CSC2=NC(O)=CC(N)N2C1 (centres undefined)	99	100	115	104	106	106	102	107	97
80	CCN(CC)CCCCCNc1cc(OC)cc2c(C)ccnc12	88	100	114	101	78	91	85	96	106
81	O=C(c1ccccc1)C1(c2ccccc2)OC1c1ccccc1 (centres undefined)	84	100	102	x	91	95	109	93	110
82	COc1ccc(C(=O)c2sc3nc(C)cc(C)c3c2N)cc1OC	x	94	91	99	84	88	92	99	80
83	CN(C)C(=O)c1cc2cnc(Nc3ccc(-c4csc5c(=O)cc(N6CCOCC6)oc45)cc3)nc2n1C1CCCC1	-42*	-87*	-97*	-45*	-65*	-49*	-70*	-46*	1.4*
84	Cc1cc(C)c(C#N)c(Sc2nc(C)c([N+](=O)[O-])c(C)c2C#N)n1	77	61	42	100	66	36	49	19	98
85	c1nc2nonc2nc1C12CC3CC(CC(C3)C1)C2	90	79	101	98	75	96	102	94	88
86	O=C(CSc1nc2ccccc2c(=O)n1-c1ccc(Cl)cc1)Nc1ccc(S(=O)(=O)Nc2nccs2)cc1	98	103	110	103	97	107	94	97	97
87	O=C(NNc1nc2ccccc2nc1/C=C/c1ccc(Cl)cc1)Nc1cccc(Cl)c1	38	59	52	79	115	52	77	57	95
88	CCN(Cc1ccc(CN(CC)C(=O)C(Br)Br)cc1)C(=O)C(Br)Br	41	4.5*	14	19	55	6.8*	54	22	61

Outcome played no part in choosing rows (roughly 11% active in at least one column).
